TAG inh: triacylglycerol accumulation inhibition; H9c2 cells, Nile Red lipid (TAG) fluorescence; cells loaded with 200 µM oleic acid; inhibition, % at 12.5 µM; hit rate 0.66% among 230,000; AID 651582;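 active = pattern-corrected inhibition of lipid staining of at least 50% with the nuclear-stain viability signal not falling by more than 50%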;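 note: 0% = DMSO wells and 100% = triacsin C control wells; some results filed as inactive read as strong as hits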
TAG inh DAPI viability: also measured in TAG inh; calls as there; DAPI nuclei signal change (viability), lower = more cytotoxic, %;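 whole-well DAPI fluorescence read on a plate reader as a viability signal; minus 50 percent equals half of cells still viable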
Active calls of the source: *. The list is partial; rates above refer to the full screens.

SMILES | TAG inh | TAG inh DAPI viability
CC(C)(C)n1nc2c(c1NC(=O)c1cc3ccccc3o1)CSC2 | 10 | 1
O=[N+]([O-])c1cccc(NC(=S)N2CCOCC2)c1 | 13 | 2
COCCCNC(=S)N(CCCO)Cc1cc2cc3c(cc2[nH]c1=O)OCCO3 | 9 | -7
CC(=O)Nc1nc(-c2ccccc2)cc(-c2ccco2)c1C#N | 3 | 22
Nc1sc(-c2ccccc2)cc1-c1n[nH]c(=S)n1C1CCCCC1 | 10 | -7
Cc1ccccc1N1CCN(Cc2cc3c(cc2[N+](=O)[O-])OCO3)CC1 | 3 | -7
C/C(=N/NS(=O)(=O)c1ccc(C(C)(C)C)cc1)c1ccc2c(c1)OCO2 | 4 | 0
O=C(O)C1(C(=O)O)CCCC1 | 2 | -4
COc1ccc(C2=NS(=O)(=O)N(C)C(C(=O)N(C)Cc3ccccc3)=C2)cc1 | -8 | -7
COc1ccc(C2/C(=C(/O)c3ccc(F)cc3)C(=O)C(=O)N2CCCN(C)C)cc1 (stereo not given) | -4 | 1
COc1ccc(NC(=O)CN(C)C(=O)c2ccc(-c3ccccc3Cl)o2)cc1 | -7 | -5
COC(=O)[C@H](Cc1ccccc1)NC(=O)NCc1ccccc1 | 7 | -5
CCOc1ccccc1NC(=O)Nc1cc(C(=O)O)ccc1C | 10 | -14
COc1ccc(N2CCN(C(=O)CCCn3nnnc3CN3CCOCC3)C(C)C2)cc1 (stereo not given) | -10 | 4
Cc1ccc(S(=O)(=O)CCC(=O)OCC(=O)N2c3ccccc3CC2C)cc1 (stereo not given) | -22 | -5
NC(=O)CNC(=O)[C@@H]1CC2(CC(c3cccc(Br)c3)=NO2)CN1C(=O)c1ccc(Br)cc1 (stereo not given in full) | 12 | 0
CC(=O)Nc1ccc(S(=O)(=O)N2CCSC2c2ccc(C)cc2)cc1 (stereo not given) | -21 | 13
COC(=O)c1[nH]c2cccc(C)c2c1NC(=O)CN1CCN(c2ccccc2OC)CC1 | 13 | 2
O=C(c1cc(-c2ccccc2Cl)nc2ccccc12)N1CCOCC1 | -5 | -3
CC1CCCN(C(=O)COC(=O)CNC(=O)c2ccc(Br)cc2)C1 (stereo not given) | -4 | -2
CCn1c2ccccc2c2cc(NC(=O)C(=O)NCC3CCCO3)ccc21 (stereo not given) | -16 | 8
CCOC(=O)C1(Cc2ccccc2C(F)(F)F)CCN(C2CCN(C(C)=O)CC2)CC1 | -4 | -3
O=C(COc1ccccc1)N1CCN(c2ccccc2)CC1 | 0 | -2
CCCN1C(=O)/C(=C2\SC(N3CCCCC3)=NC2=O)c2ccccc21 | 51* | -6.0*
CNC(=O)COC(=O)c1ccc(Cl)c(S(N)(=O)=O)c1 | -5 | 8
Cc1onc(-c2ccccc2)c1C1=N/C(=C\c2ccccc2F)C(=O)O1 | 4 | 11
O=C(CSc1nnc(-c2ccccc2O)o1)Oc1ccc(OCc2ccccc2)cc1 | 28 | -25
CC1(C)Cc2c(cnn2-c2ccccc2)C(=O)/C1=N\NC(=O)c1ccncc1 | -15 | -2
CCN1C(=O)N[C@@H](CCc2ccccc2)[C@@H](C(=O)OC)[C@H]1C | -2 | -6
Cc1oc(-c2ccccc2)nc1CS(=O)CC(=O)N1CCc2ccccc2C1 (stereo not given) | -11 | 8

Complete entries from above:
Entry for Cc1onc(-c2ccccc2)c1C1=N/C(=C\c2ccccc2F)C(=O)O1 : TAG inh: 4; TAG inh DAPI viability: 11
Entry for NC(=O)CNC(=O)[C@@H]1CC2(CC(c3cccc(Br)c3)=NO2)CN1C(=O)c1ccc(Br)cc1 (stereo not given in full) : TAG inh: 12; TAG inh DAPI viability: 0

The list continues:
SMILES | TAG inh | TAG inh DAPI viability
CCOc1ncccc1C(=O)Nc1cccc(C(=O)Nc2cccc(S(=O)(=O)CCO)c2)c1 | -8 | -10
COc1cccc(CC(=O)Nc2cc(S(=O)(=O)N3CCOCC3)ccc2OC)c1 | 9 | -4
CC(C)(C)S(=O)N1Cc2cc(CO)ccc2[C@H]1CCO (stereo not given in full) | 5 | 8
CC(Sc1nnc(-c2ccc(Cl)cc2Cl)n1Cc1ccccc1)C(=O)Nc1nccs1 (stereo not given) | 3 | -4
COc1ccc(/C=N/NC(=O)CN(C2=NS(=O)(=O)c3ccccc32)c2ccccc2)cc1OC | -14 | -1
NS(=O)(=O)c1ccc(NC(=O)COc2ccc(C(=O)c3ccc(F)cc3)cc2)cc1 | -8 | 9
Cc1cc2nc(SCCOC(=O)Nc3cccc(Cl)c3)nc(C)c2cc1C | -11 | 0
Cc1ccc(S(=O)(=O)N(Cc2ccccc2Cl)C(=O)N2CCN(C)CC2)cc1 | 9 | 7
CC(C)(C)Cc1c(-c2ccc(Cl)cc2)nc2ccc(Cl)cn12 | -1 | -2
Cc1ccc(-c2csc3ncnc(NCCN4CCOCC4)c23)cc1 | -43 | 9
CC(=O)Nc1nc2cc(C(N)=O)ccc2s1 | 9 | 0
CCCC(=O)Nc1cc(C)c(NC(=O)C23CC4CC(CC(C4)C2)C3)cn1 | -5 | 6
O=[N+]([O-])c1cccnc1N1CCN(c2ccccc2F)CC1 | -5 | -4
O=C(N/N=C/c1cccc2ccccc12)c1n[nH]c2c1CCCC2 | 29 | -26
Cc1ccc(NC(=O)Nc2ccc(C(=O)N3CCOCC3)cc2)cc1 | 49 | -5
Cc1cc(N2C(=O)CC(N3CCN(C(c4ccccc4)c4ccccc4)CC3)C2=O)no1 (stereo not given) | -2 | -4
CCC1Oc2ccc(C)cc2N(CC(=O)NCc2ccco2)C1=O (stereo not given) | -4 | 5
Cc1nnc(SCC(=O)Nc2ccc(OC(F)F)c(Cl)c2)n(N)c1=O | 19 | 4
Cc1ccc(/C=N/n2c(C)nnc2C)s1 | -1 | -2
C=CCNC(=O)COc1ccccc1C#N | 3 | 0
O=C(COc1ccc([N+](=O)[O-])cc1)Nc1ccncc1 | -6 | 6
O=C(/C=N/O)Nc1ccc(F)cc1 | -1 | 5
c1cn(C23CC4CC(CC(C4)C2)C3)cn1 | -12 | 8
Clc1cccc(Cl)c1C1Nc2cccc3cccc(c23)N1 | 1 | -9
CCN(CC)C(=O)[C@H]1C[C@H](CC(=O)NCCC2=CCCCC2)C(=O)N2CCc3c([nH]c4ccc(Cl)cc34)[C@]12C | -2 | 8
NC(=O)CN1CCOCCOCCN(CC(N)=O)CCOCCOCC1 | -16 | 5
CC1CCCN(C(=O)C2CCN(S(=O)(=O)c3cccc4cccnc34)CC2)C1 (stereo not given) | -5 | 0
CCOC(=O)C1=C(c2ccc(O)cc2)NC(=O)NC1C (stereo not given) | 0 | -1
CCCNC(=O)COc1coc(CN2CCN(C(=O)c3ccco3)CC2)cc1=O | -9 | 3
Cc1ccc([N+](=O)[O-])cc1N=Nc1c(-c2ccc([N+](=O)[O-])cc2)[nH]n(C(N)=S)c1=O | 9 | 15
CCc1nc(SCc2cccnc2)c2c(=O)n(C)c(=O)n(C)c2n1 | -6 | -1
COc1ccc(NC(=O)C2(C)CCN2C(=O)c2ccc(C(C)(C)C)cc2)cc1OC (stereo not given) | 2 | -11
COc1cc(OC)c(N2CC(C(=O)Nc3cccc(C(=O)NC4CC4)c3)CC2=O)cc1Cl (stereo not given) | -4 | -1
O=C(Nc1ccc(N2CCCCC2)c(Cl)c1)c1cccnc1 | -17 | 12
COC(=O)c1ccc(C2c3c(oc4ccc(F)cc4c3=O)C(=O)N2CCO)cc1 (stereo not given) | 4 | 0
CC(=O)c1cccc(CN2CCc3ccc(NC(=O)C4CCCO4)cc3C2)c1 (stereo not given) | 8 | 3
O=C(N/N=C/C=C\c1ccccc1[N+](=O)[O-])c1ccco1 | -3 | 2
O=C(NCc1ccc(F)cc1)c1cccc2c1C(=O)c1ccc(N3CCC(N4CCCCC4)CC3)cc1S2(=O)=O | -22 | 1
O=S1(=O)CCOC[C@H](Cc2ccccc2)N1Cc1cccc(Cl)c1 | -12 | 7
c1ccc(-c2csc(-c3ccc(-c4csnn4)cc3)n2)cc1 | -10 | 10
CCC(C)c1ccccc1N1CC(C(=O)Nc2ccc(C)c(S(=O)(=O)N3CCOCC3)c2)CC1=O (stereo not given) | -4 | -7
CC1=C(C)CC(C(=O)Nc2ccc3c(c2)OCO3)C(C(=O)O)C1 (stereo not given) | -13 | 11
O=C(CSc1nc2ccccc2s1)NNC(=S)Nc1ccc(Br)cc1 | -31 | 5
CC1(C)CC2(CCCN(C(=S)Nc3ccccc3)C2)CCO1 (stereo not given) | -13 | 8
c1ccc(Nc2nc(N3CCOCC3)c3ccccc3n2)cc1 | 2 | 5

Sorted by formula weight (ascending): 3 of the compounds above.
SMILES | TAG inh | TAG inh DAPI viability
c1ccc(-c2csc(-c3ccc(-c4csnn4)cc3)n2)cc1 | -10 | 10
CC(=O)c1cccc(CN2CCc3ccc(NC(=O)C4CCCO4)cc3C2)c1 (stereo not given) | 8 | 3
COc1cc(OC)c(N2CC(C(=O)Nc3cccc(C(=O)NC4CC4)c3)CC2=O)cc1Cl (stereo not given) | -4 | -1

Further records:
SMILES | TAG inh | TAG inh DAPI viability
COc1ccc(NC(=O)CN2CCOCC2)cc1S(=O)(=O)N1CCCCC1 | 13 | -7
Nc1nc(-c2ccco2)nn1C(=O)c1ccccc1Cl | -2 | 12
C/C(=N\NC(=O)COc1ccc(C(C)(C)C)cc1)c1ccc(-n2ccnc2)cc1 | -2 | 10
COc1ccc(CC(=O)Nc2cc(S(=O)(=O)N3CCOCC3)ccc2N2CCOCC2)cc1 | -2 | -7
CCN(CC)c1ccc(NS(=O)(=O)c2cn(C)c(=O)n(C)c2=O)c(C)c1 | -6 | -2
C/C=C(\C)CN1CCC(n2nccc2NC(=O)CCc2ccccc2)CC1 | -8 | 4
COc1ccc(CN(N=O)C2CC(=O)N(c3ccc(OC)cc3)C2=O)cc1 (stereo not given) | 1 | -5
CCn1ccc(C(=O)NC2CCCC2)n1 | -23 | 6
CCOC(=O)c1c(C)[nH]c(C(=O)CSc2nnc(-c3cccs3)n2Cc2ccccc2)c1C | 15 | -9
CC(C)C(=O)NC(=S)Nc1ccccc1F | -15 | 12
COC(=O)CN(c1cccc(F)c1)S(C)(=O)=O | 0 | 1
COc1ccc2[nH]c(=O)c(CN(C(=O)c3cccnc3)c3ccc(C)cc3)cc2c1 | 1 | 7
Cc1cccc(NC(=O)CCN2C(=O)c3ccccc3S2(=O)=O)c1C | -41 | 2
O=C(Cn1c(=O)c2c(ncn2C2CCCC2)n(Cc2ccccc2)c1=O)N1CCc2ccccc21 | 25 | 5
COc1ccc(-c2[nH]ncc2CN(C)C(C)c2ccon2)c(OC)c1 (stereo not given) | 2 | 4

4 entries drawn at random from those above:
SMILES | TAG inh | TAG inh DAPI viability
CCc1nc(SCc2cccnc2)c2c(=O)n(C)c(=O)n(C)c2n1 | -6 | -1
COc1ccc(N2CCN(C(=O)CCCn3nnnc3CN3CCOCC3)C(C)C2)cc1 (stereo not given) | -10 | 4
O=C(N/N=C/c1cccc2ccccc12)c1n[nH]c2c1CCCC2 | 29 | -26
Cc1cccc(NC(=O)CCN2C(=O)c3ccccc3S2(=O)=O)c1C | -41 | 2

More compounds
SMILES | TAG inh | TAG inh DAPI viability
O=C(Nc1cc(Cl)ccc1Cl)P(=O)(O)c1ccccc1 | 18 | 3
COc1cccc(N2CC(C(=O)NNC(=O)c3ccc(Cl)cc3)CC2=O)c1 (stereo not given) | 1 | -12
CCOC(=O)c1c(C)c(-c2ccccc2)n(CC(=O)N2CCN(C)CC2)c1C | 7 | 1
Cc1ccccc1Cn1c(=O)n(-c2ccccc2)c(=O)c2ccc(C(=O)NCc3ccco3)cc21 | 39 | -16
COC(=O)c1ccc(NC(=O)C2CC(=O)N(c3ccc(C)cc3)C2)cc1 (stereo not given) | -18 | 2
